Screens as filed in PubChem.
PGE2 EP2 inh: human EP2 receptor antagonists, primary screen, TR-FRET cAMP, C6 glioma cells | Prostaglandin E2 receptor EP2 subtype (Homo sapiens), P43116 | C6 glioma cells expressing human EP2; cells stimulated with saturating PGE2 | inhibition, % at 25 µM | 260,000 compounds, 0.52% hits | AID 1422, 2008;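 active means percent inhibition above 40 after rounding to a whole number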;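 further: rat C6 glioma host cells with rolipram phosphodiesterase inhibitor present; the protocol text gives 20 µM as final concentration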
Target sequence (P43116 whole entry, looked up): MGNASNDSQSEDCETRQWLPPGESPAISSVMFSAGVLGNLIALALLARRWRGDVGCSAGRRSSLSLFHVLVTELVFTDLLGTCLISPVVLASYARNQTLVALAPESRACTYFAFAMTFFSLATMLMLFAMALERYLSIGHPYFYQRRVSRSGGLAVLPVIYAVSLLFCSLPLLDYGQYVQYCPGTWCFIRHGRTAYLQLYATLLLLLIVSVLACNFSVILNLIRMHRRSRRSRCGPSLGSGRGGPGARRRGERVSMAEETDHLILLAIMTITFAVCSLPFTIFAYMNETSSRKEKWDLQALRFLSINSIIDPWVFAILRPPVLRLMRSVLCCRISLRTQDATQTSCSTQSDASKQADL
EP2 modulator: EP2 receptor modulators, cAMP readout, primary screen, cell-based, HTRF cAMP, PGE2 stimulation. 260,000 compounds, 0.83% hits. Prostaglandin E2 receptor EP2 subtype (Homo sapiens), P43116. induction, % at 25 µM. EP2-expressing cells, cAMP HTRF FRET, PGE2 co-stimulation;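 active means compounds whose cAMP rise, as percent of the full-agonist control response, exceeds 60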;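 further: rat C6 glioma line stably carrying human EP2 under a CMV promoter; the protocol text gives 20 µM as final concentration; 100% = response of wells given 1 µM PGE2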
S1P4 antag: S1P4 receptor antagonists, primary screen, cell-based. Sphingosine 1-phosphate receptor 4 (Homo sapiens), O95977. S1P4-expressing cells, antagonist mode, reporter read-out. inhibition, % at 4.98 µM. 220,000 compounds, 0.26% hits. AID 1510, 2009; in the data active means inhibition above about 29%;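 further: 0% = wells stimulated with agonist and 100% = vehicle wells without agonist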
NPY1 pot ag: NPY-Y1 receptor potentiators or agonists, primary screen, cell-based | activation, % at 3.6 µM | NPY-Y1 expressing cells, potentiator/agonist activation | Neuropeptide Y receptor type 1 (Homo sapiens), P25929 | 220,000 compounds, 0.37% hits; in the data active means activation above about 33%, passing the limit was not always enough;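 further: cells stimulated with NPY at EC10 then isoproterenol at EC100; 0% = low agonist plus stimulus and 100% = saturating agonist plus stimulus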
Target sequence (P25929 whole entry, looked up): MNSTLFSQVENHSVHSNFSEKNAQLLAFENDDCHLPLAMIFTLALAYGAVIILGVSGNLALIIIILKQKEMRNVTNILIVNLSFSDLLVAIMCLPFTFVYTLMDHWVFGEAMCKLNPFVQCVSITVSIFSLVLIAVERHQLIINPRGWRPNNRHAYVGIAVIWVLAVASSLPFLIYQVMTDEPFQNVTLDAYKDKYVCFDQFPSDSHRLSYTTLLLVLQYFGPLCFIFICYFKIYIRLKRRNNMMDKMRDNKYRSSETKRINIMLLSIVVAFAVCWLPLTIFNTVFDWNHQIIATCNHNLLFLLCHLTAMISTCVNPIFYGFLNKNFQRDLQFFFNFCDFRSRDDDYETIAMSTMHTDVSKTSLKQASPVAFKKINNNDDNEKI
p97 ATPase inh: inhibitors of human p97 ATPase, primary screen, biochemical; inhibition, % at 8 µM; recombinant p97 ATPase, Kinase-Glo ATP luminescence, 3 h; AID 1481, 2009; 220,000 compounds, 0.42% hits; in the data active means inhibition above about 15%;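 further: 0% = DMSO vehicle and 100% = wells lacking enzyme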
NPY-Y2 PAM-ag: NPY-Y2 potentiators or agonists, primary screen, cell-based | Neuropeptide Y receptor type 2 (Homo sapiens), P49146 | cells expressing NPY-Y2, potentiator/agonist read-out | activation, % at 3.6 µM | 220,000 compounds, 0.45% hits | AID 1359, 2008; in the data active means activation above about 27%;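 further: cells stimulated with NPY near EC25 plus isoproterenol at EC100; 0% = vehicle plus submaximal agonist and 100% = vehicle plus saturating agonist; some results beyond the cut were filed as inactive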
eIF4E 4G PPI: eIF4E–eIF4G protein interaction inhibitors, primary screen, biochemical, uHTS, TR-FRET, eIF4GI fragment; Eukaryotic translation initiation factor 4E (Mus musculus) + Eukaryotic translation …; TR-FRET eIF4E-eIF4GI(517-606) binding, 2 h; inhibition, % at 21.7 µM; 220,000 compounds, 0.37% hits;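 active means inhibition above about 30%, limit read from the data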;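 further: 0% = full FRET control wells and 100% = background wells lacking eIF4GI fragment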
NPY-Y1 antag: NPY-Y1 receptor antagonists, primary screen, cell-based; inhibition, % at 3.6 µM; 200,000 compounds, 1% hits; HEK293-CNG Y1 cells, membrane potential fluorescence; NPY at EC95, then isoproterenol; Neuropeptide Y receptor type 1 (Homo sapiens), P25929;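 active means inhibition above the campaign mean inhibition of all tested compounds plus 3 SD, cut at about 20% in these data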;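 further: 0% = DMSO wells given NPY plus isoproterenol and 100% = isoproterenol alone without NPY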
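Assay system: HEK293 cells with Y1 receptor plus CNG channel | Probe or stimulus: NPY (25 nM), isoproterenol (1 µM), Ro 20-1724 (25 µM) | Timing: Compound incubation 1 h at room temperature, readout 45 min post-stimulation | Measured by: Membrane-potential fluorescent dye readout | Benchmarks: High control isoproterenol alone, low control NPY with isoproterenol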
S1P4 agonist: S1P4 receptor agonists, primary screen, cell-based; Sphingosine 1-phosphate receptor 4 (Homo sapiens), O95977; S1P4-expressing cell line, agonist reporter assay; activation, % at 4.98 µM; 220,000 compounds, 0.35% hits; in the data active means activation above about 11%;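 further: 0% = DMSO vehicle and 100% = reference agonist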
Active calls of the source: *; · = no result given; & = joins results of further samples; [ ] = another dose, or the depositor's remark.

SMILES | PGE2 EP2 inh | EP2 modulator | S1P4 antag | NPY1 pot ag | p97 ATPase inh | NPY-Y2 PAM-ag | eIF4E 4G PPI | NPY-Y1 antag | S1P4 agonist
CC(OC(=O)CCC(=O)c1cccs1)C(=O)Nc1ccccc1[N+](=O)[O-] (stereo not given) | 6.1 | -16.1 | -8.8 | -0.1 | 2.0 | -5.9 | -1.1 | 6.0 | 7.6
O=C(CSc1ccc(-c2ccccn2)nn1)N1CCCC1 | 5.5 | 7.1 | -0.3 | 3.7 | -0.8 | 16.5 | 0.8 | 5.5 | 0.7
CCN(CCC#N)c1ccc(/C=N/Nc2nc(C)cc(=O)[nH]2)c(C)c1 | 10.6 | 1.8 | -24.4 | -3.1 | 2.1 | -3.9 | 2.5 | 2.1 | 0.3
O=C(Cn1nc(-c2ccccc2)c2ccccc2c1=O)NCC1CCCO1 (stereo not given) | 9.4 | 9.7 | -16.5 | 6.4 | 4.3 | 6.8 | 2.6 | -3.6 | -1.5
COc1cccc(/C=C/C(=O)NCCc2ccc3c(c2)OCCO3)c1 | 15.5 | -5.4 | -14.9 | -0.9 | 1.6 | -3.3 | -3.6 | 6.0 | 1.3
CC(CC(=O)O)CC(=O)Nc1nncs1 (stereo not given) | 10.6 | 16.2 | -8.4 | -6.9 | 5.6 | -3.2 | 0.3 | · | 0.0
Cc1cc2nc(SCCOC(=O)Nc3ccccc3)nc(C)c2cc1C | 5.8 | -45.9 | 2.9 | -31.8 | -0.2 | -3.2 | -3.4 | 22.6* | 0.4
CC(=O)NC(=S)Nc1ccc2oc(=O)ccc2c1 | 3.9 | 7.4 | -10.6 | 17.2 | 7.3 | 9.3 | -0.7 | · | 0.4
COc1ccccc1NC(=O)CSc1nnc(C2CCCCC2)o1 | 6.7 | 7.5 | -21.4 | -13.2 | -2.2 | -26.8 | -6.6 | -2.3 | -0.7
O=C1CSC(=Nc2ccccc2)N1Cc1ccccc1 | 7.1 | 51.3 | 14.1 | -6.1 | -1.9 | -6.5 | -2.8 | 0.2 | 1.4
CN(C(=O)c1ccccc1C(=O)OCC(=O)NCc1ccccc1)C1CCCCC1 | 6.5 | 4.4 | 9.7 | 1.8 | 1.5 | 1.9 | -1.3 | 7.0 | -0.6
O=C(CN1CCCCCC1)N/N=C/c1cccs1 | 8.3 | -12.7 | 7.4 | -9.0 | -1.9 | -4.6 | -1.2 | 3.2 | -1.4
Cc1ccc2c(C)c(C(=O)Nc3c(C)n(C)n(-c4ccccc4)c3=O)oc2c1C | 3.9 | -23.1 | 29.1* | 6.0 | 2.2 | 2.8 | 7.5 | -2.2 | -0.7
c1ccc(CNC2=NCCCCC2)cc1 | 5.4 | 21.5 | 2.5 | 6.2 | 3.3 | 14.2 | -1.9 | 5.0 | 0.6
COc1ccccc1CCNS(=O)(=O)c1cn(C)c(=O)n(C)c1=O | 4.8 | 16.2 | 1.6 | 17.3 | 6.4 | 4.0 | -6.7 | · | -1.2
CC(=O)Nc1c(C(=O)O)oc2ccccc12 | 12.7 | 26.9 | -2.9 | 18.9 | 6.3 | 19.4 | -13.5[fluorescence artefact?] | -2.2 | 0.8
C#CCn1cc(/C=N/NC(=O)COc2cccc3cccnc23)c2ccccc21 | 3.7 | -31.4 | -23.8 | -3.0 | -3.6 | -5.0 | 10.6 | 4.0 | -0.7
S=C(Nc1ccc(Cl)cc1)N1CCN(C2CCCCC2)CC1 | 6.2 | -24.6 | -20.2 | 10.7 | -0.9 | -4.6 | 0.4[fluorescence artefact?] | 4.8 | 0.4
COC(=O)CCCc1nc2ccccc2s1 | 6.6 | 3.2 | -10.2 | 12.4 | 3.8 | 2.5 | 2.3 | 2.7 | 1.7
O=C(Nc1ccc(Cc2ccc(NC(=O)C3CC3)cc2)cc1)C1CC1 | 6.8 | -14.3 | -20.6 | -7.4 | 0.5 | -9.9 | -3.6 | -3.3 | 0.0
COc1ccc(OC)c(-c2cc(C(=O)Nc3c(C)n(C)n(-c4ccccc4)c3=O)no2)c1 | 5.7 | 9.0 | 3.6 | 9.9 | -4.5 | 4.8 | 5.1 | -0.1 | -0.6
CCc1sc(C(=O)NCc2cc(C)n(C)n2)cc1Br | 10.3 | 2.4 | -9.7 | -3.4 | -2.4 | 10.3 | 1.3[fluorescence artefact?] | -1.5 | 0.4
CSc1ccccc1NC(=O)CSc1n[nH]c(C)c1[N+](=O)[O-] | 6.1 | -18.2 | -7.8 | -7.0 | 2.5 | 4.1 | -3.5 | 4.9 | 0.7
Cc1ccc(C(=O)C2CCN(C(=S)NCC3CCCO3)CC2)cc1 (stereo not given) | 7.7&5.5 | -3.4&-28.9 | -2.4 | 6.6 | -2.6 | -8.2 | -0.2 | -0.5 | -0.4
O=C(Cn1nnc(-c2cccs2)n1)Nc1ccccc1C(F)(F)F | 5.1 | -18.0 | -8.0 | 4.8 | 6.2 | 1.6 | -3.5 | 4.5 | 0.1
SMILES | PGE2 EP2 inh | EP2 modulator | S1P4 antag | NPY1 pot ag | p97 ATPase inh | NPY-Y2 PAM-ag | eIF4E 4G PPI | NPY-Y1 antag | S1P4 agonist
CCCCc1cc2c(cc1NC(=O)CN1CCCCC1)OCCO2 | 16.1 | 17.3 | -6.1 | 7.0 | -3.2 | -7.2 | -0.6 | · | 0.6
CCCn1c(C)cc(C(=O)COc2ncnc3sccc23)c1C | 8.4 | -3.4 | -10.9 | 3.9 | 3.8 | 0.5 | -0.3 | -0.8 | 2.4
NC(=O)C1CC(=O)N(c2ccc(OCc3ccc(Cl)cc3Cl)cc2)C1 (stereo not given) | 11.4 | -31.0 | -1.0 | 3.6 | -4.7 | 8.6 | 4.7 | 1.1 | 1.3
Fc1ccc(-n2c(-c3ccc4ccccc4n3)n[nH]c2=S)cc1 | 6.5 | 20.8 | -36.9 | 3.7 | 7.7 | 1.7 | 0.6 | 4.9 | -0.5
Cc1c(-c2ccccc2)cn2c1-c1ccc(C)n1CC2 | 4.1 | -15.9 | -14.6 | -18.1 | 3.2 | -18.5 | -1.1 | 4.5 | -2.4
O=[N+]([O-])c1ccc(N2CCN(CC(O)COc3ccccc3)CC2)cc1 (stereo not given) | 7.8 | -67.2 | -0.4 | 20.4 | 4.2 | -7.0 | 2.7 | 6.4 | -1.0
COc1ccccc1N1CCN(C(=O)CSc2ncccc2-c2nc3ccccc3[nH]2)CC1 | 8.7 | 12.9 | 4.1 | -12.5 | -5.1 | -2.9 | 6.6 | 3.8 | 0.0
CCN(CC)CCN(Cc1cc2cc3c(cc2[nH]c1=O)OCCO3)C(=O)NC1CCCCC1 | -2.3&12.8 | -10.1&-20.2 | 8.5 | 14.0 | -3.1 | 6.5 | 8.7 | 4.0 | -0.3
CCN(Cc1ccncc1)C(=O)CC1C(=O)NCCN1Cc1ccc(F)c(F)c1 (stereo not given) | 4.9 | -8.8 | -1.6 | -4.3 | 1.9 | -5.0 | -2.9 | 2.3 | -0.7
CCN1CCN(C(CNC(=O)c2ccc3c(c2)OCO3)c2cccnc2)CC1 (stereo not given) | 7.2 | 10.9 | -17.5 | -5.7 | 5.2 | 15.1 | 0.9 | -1.1 | -0.7
CCOC(=O)c1c(N)sc(C(O)(C(F)(F)F)C(F)(F)F)c1-c1ccc(F)cc1 | 8.3 | 45.5 | -14.8 | 2.0 | 0.4 | 18.0 | -1.9 | -3.2 | 1.9
O=C(CSc1ccccc1C(=O)O)Nc1cccc(C(=O)O)c1 | 3.9 | 24.6 | -6.4 | 6.5 | 4.7 | 14.1 | -2.9 | 1.1 | -1.2
O=C(c1cnn2ccccc12)N1CCN(C2CCCCC2)CC1 | 12.2 | -11.1 | -19.0 | -14.6 | 4.5 | -7.6 | -2.1 | 1.0 | 1.4
CN1c2ccccc2C(C)(C)C12CC(CCl)=NO2 (stereo not given) | 13.5 | 26.0 | -8.6 | 0.5 | -2.2 | -12.5 | -2.0 | -2.9 | 0.7
CCOc1ccccc1CN1CCN(C2CCOCC2)CC1CCO (stereo not given) | 10.4 | -3.2 | 2.9 | 3.8 | -2.7 | -8.0 | 1.9 | 6.4 | -1.1
CCOC(=O)c1sc(NC(=O)CSc2nc3ccccc3o2)c(C(=O)OCC)c1C | 0.0 | 19.8 | -8.0 | -7.1 | 0.8 | 0.9 | 1.6 | -0.8 | -0.8
CN(c1ccccc1)S(=O)(=O)c1ccc(Cl)nc1 | 0.6 | 18.5 | -8.2 | 10.7 | -0.6 | -8.0 | 3.2 | 0.4 | -0.7
C=CCNC(=S)NNC(=O)c1ccccc1OCC | 11.8 | 8.2 | 18.6 | 2.0 | 4.0 | 4.7 | -4.7 | 2.7 | -0.1
C#CCOc1c(Br)cc(/C=N\NC(=O)CN2CCOCC2)cc1OCC | 17.0 | -29.4 | -17.2 | 28.0 | 0.0 | 4.0 | 4.4 | -0.9 | 1.0
O=C1N=C(N2CCCC2)S/C1=C\c1cn[nH]c1-c1ccccc1 | 11.0 | -7.4 | -6.0 | -8.3 | 5.0 | -8.9 | -1.0[fluorescence artefact?] | -1.7 | -1.1
CCCCCC(=O)N1CCN(CCN=CC2=C(O)CC(c3ccco3)CC2=O)CC1 (stereo not given) | 7.6 | 10.2 | -1.9 | -0.8 | 3.3 | 8.2 | 8.0 | 2.9 | -0.8
Cc1nn(C)c(Cl)c1NC(=O)OCc1ccc(Cl)cc1Cl | · | 2.4 | -4.2 | 14.1 | -1.7 | 17.9 | -12.8[fluorescence artefact?] | 3.3 | 1.4
CCOc1ccc(CN(C(=O)c2oc3ccccc3c2C)C2CCS(=O)(=O)C2)cc1 (stereo not given) | 3.8 | 20.7 | 4.0 | 6.4 | -2.5 | -0.5 | -4.0 | 1.2 | 0.8
COc1cccc(/C=N/NC(=O)Cn2nc([N+](=O)[O-])cc2C)c1 | 4.3 | -23.1 | 6.2 | 5.5 | 10.8 | 12.7 | 3.0 | · | -0.2
CCC(=O)NCC(c1ccco1)N1CCN(c2ccc(OC)cc2)CC1 (stereo not given) | 9.3 | 14.7 | -8.4 | 7.1 | 0.1 | 5.3 | 3.4 | 5.8 | 2.5
CC(=O)NC1C(Oc2cccc(C)c2)OC2COC(c3ccco3)OC2C1O (stereo not given) | 7.2&6.2 | -18.1&20.8 | 8.4 | -1.7 | 3.3 | 4.1 | -2.8 | 1.3 | -2.9

Only part of the results is shown. The share of hits here may be higher or lower than overall.
